# Screening results as filed in PubChem BioAssay.
# Tb hexokinase = blocks Trypanosoma brucei hexokinase 1 activity | recombinant TbHK1, G6PDH-coupled NADH A340 | inhibition, % at 10 µM | hit rate 0.11% among 220,000 | AID 1430;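 active means inhibition of 50% or more in the single-dose primary screen; inactive means inhibition below 50%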
# TNF death inh = inhibitors of TNF-alpha induced necroptosis in Jurkat FADD-/- cells. activation (protection from cell death), % at 10 µM. AID 463075. Jurkat FADD-/- TNF necroptosis rescue, ATP luminescence, 24 h; 0 = TNF only, 100 = no-TNF cells. hit rate 0.068% among 220,000;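 active means activation, meaning protection from cell death, of at least 50% relative to plate controls; inactive means activation below 50%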;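 further: necroptosis triggered by 40 ng/mL TNF-alpha added together with compound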
# CHOP inhibitor = blocks CHOP induction under ER stress. CHO-K1 CHOP-promoter luciferase, tunicamycin-induced, 15-18 h. inhibition, % at 10 µM. hit rate 3.8% among 220,000;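 active means compounds that reduced the stress-induced luciferase reporter signal by more than about 70% of percent inhibition, limit read from the data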;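 further: 0% = tunicamycin plus vehicle and 100% = wells without tunicamycin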
# Wee1 stabilizer = inhibitors of human Wee1 degradation | HeLa Luc-Wee1K328M stability, luciferase luminescence; 100% = proteasome inhibitor MG132 effect | reporter increase, % at 5 µM | hit rate 1.2% among 220,000;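 active means activation above the mean of all tested compounds plus 3 SD, set per screening run, cut at about 8.8% in these data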;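 further: cells exposed to compound for 20 h before luminescence read; 0% = DMSO alone and 100% = MG132 at 30 µM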
# Target sequence (P30291 whole entry K328M): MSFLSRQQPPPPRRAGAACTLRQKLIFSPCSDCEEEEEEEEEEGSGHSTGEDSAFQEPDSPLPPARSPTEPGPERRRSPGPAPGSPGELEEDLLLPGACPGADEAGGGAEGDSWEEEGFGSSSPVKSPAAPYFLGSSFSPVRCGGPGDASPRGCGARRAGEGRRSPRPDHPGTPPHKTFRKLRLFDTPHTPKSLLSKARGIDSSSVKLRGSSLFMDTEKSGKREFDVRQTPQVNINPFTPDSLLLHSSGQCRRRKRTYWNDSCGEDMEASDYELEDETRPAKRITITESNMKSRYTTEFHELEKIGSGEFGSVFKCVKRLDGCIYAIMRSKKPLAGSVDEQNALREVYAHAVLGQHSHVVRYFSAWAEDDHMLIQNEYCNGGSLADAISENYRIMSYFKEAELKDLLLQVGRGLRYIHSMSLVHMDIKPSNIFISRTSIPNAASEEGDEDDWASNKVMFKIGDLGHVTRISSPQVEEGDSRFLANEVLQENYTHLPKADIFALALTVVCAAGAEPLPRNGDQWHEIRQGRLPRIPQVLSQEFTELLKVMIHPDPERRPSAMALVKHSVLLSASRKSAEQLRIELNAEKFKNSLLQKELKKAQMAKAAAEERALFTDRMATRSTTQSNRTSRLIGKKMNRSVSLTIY
# EP2 antag = inhibitors of human EP2 prostaglandin E2 receptor | C6 glioma cells expressing human EP2, cAMP TR-FRET; cells stimulated with saturating PGE2 | inhibition, % at 25 µM | hit rate 0.52% among 260,000 | AID 1422;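 active means percent inhibition above 40 after rounding to a whole number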;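 further: rat C6 glioma host cells with rolipram phosphodiesterase inhibitor present; the protocol text gives 20 µM as final concentration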
# Target sequence (P43116 whole entry, looked up): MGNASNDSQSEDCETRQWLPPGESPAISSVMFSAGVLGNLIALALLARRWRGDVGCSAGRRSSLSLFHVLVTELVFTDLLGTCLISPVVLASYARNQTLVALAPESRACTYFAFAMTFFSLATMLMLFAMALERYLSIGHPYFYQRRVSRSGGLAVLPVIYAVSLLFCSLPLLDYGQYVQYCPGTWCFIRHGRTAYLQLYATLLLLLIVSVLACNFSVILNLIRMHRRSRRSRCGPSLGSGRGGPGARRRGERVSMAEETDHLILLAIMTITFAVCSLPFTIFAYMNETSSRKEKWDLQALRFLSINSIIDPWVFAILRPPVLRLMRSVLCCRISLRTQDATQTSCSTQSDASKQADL
# FXIa inh 1536 = factor XIa (human) inhibition. hit rate 0.14% among 220,000. P03951. purified FXIa, Boc-Glu-Ala-Arg-AMC fluorogenic substrate. inhibition, % at 5 µM. AID 798;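 active means inhibition of at least 40%; inactive means inhibition below 40%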;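 further: fluorescence of freed AMC excited at 355 nm; 0% = enzyme without compound and 100% = no enzyme blank; many of its hits are not listed in these tables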
# PPC-1+TRAIL kill = compounds killing PPC-1 cancer cells with TRAIL present (potentiator screen, no TRAIL-free arm); AID 1443; PPC-1 cells + TRAIL, ATPLite viability luminescence; cell killing (% activity), % at 4 µM; hit rate 0.41% among 220,000;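 active means cell killing above 50% in the first pass at 4 µM, then a duplicate retest at 5 µM averaging 50% or more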;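 further: plate controls were cells with TRAIL plus DMSO for no effect and medium-only wells lacking cells for full effect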
# zVAD death inh = L929 zVAD cell death inhibition; L929 zVAD necroptosis rescue, ATP luminescence, 24 h; with zVAD 60 µM; viability rescue, % at 10 µM; hit rate 0.38% among 220,000; AID 1377;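 active means activation, scaled between plate controls, above about 75%, limit read from the data; inactive means activation under that limit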;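 further: 0% = zVAD with DMSO and 100% = DMSO alone without zVAD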
# FXIIa inh = factor XIIa (human) inhibition; purified FXIIa, Boc-QGR-AMC fluorogenic substrate, 2 h; inhibition, % at 5 µM; hit rate 0.3% among 220,000; in the data active means inhibition above about 40%;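 further: 0% = enzyme with no compound and 100% = blank without enzyme; many of its hits are not listed in these tables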
# Starred values were filed as active, the others as inactive; / = not tested or not shown; & = joins results of further samples.
SMILES,Tb hexokinase,TNF death inh,CHOP inhibitor,Wee1 stabilizer,EP2 antag,FXIa inh 1536,PPC-1+TRAIL kill,zVAD death inh,FXIIa inh
Cc1cccc(Nc2ncnc3ccccc23)c1,-37,-1.0,-4,4,17,19,15,0.8,24
CCn1nc(NC(=O)c2ccco2)c2cc3ccccc3nc21,-8,-2.7,-19,-3,5,-3,11,0.2,5
CCN(CC(=O)NCc1cccs1)C(=O)c1cccc(S(=O)(=O)N2CCc3ccccc32)c1,-10,1.7,5,-1,6,-6,4,-1.1,6
C=CCC(=O)N1CCCC(CCC(=O)NCc2ccccc2F)C1 (stereo not given),3,0.6,-3,0,2,-2,3,-0.2,3
CC(C)NC(=O)C1CCN(C2CCN(C(=O)/C=C/c3cccs3)CC2)CC1,-24,2.8,-14,0,6,-1,5,0.6,7
Cc1cc(OCC(=O)NCCO)ccc1Cl,0,-0.4,2,2,10,-6,13,0.3,3
Cc1ccccc1CNc1ccc(C(CC(N)=O)NC(=O)c2ccccc2)cc1[N+](=O)[O-] (stereo not given),47,4.0,15,/,14,4,21,0.5,10
CCOc1ccc2nc3c(cc2c1)CN(CCOC)C(=NC)S3,1,-1.0,-6,7,20,7,40,-0.4,12
N#CCc1ccc(Oc2ncc(C(F)(F)F)cc2Cl)cc1,7,-1.0,34,4,4,-3,6,-0.4,6
COc1cc(NC(=O)c2ccco2)ccc1NC(=O)c1ccccc1Cl,-6,1.5,20,0,5,-4,2,-0.3,5
Cc1c(NC(=O)Nc2ccccc2)cccc1[N+](=O)[O-],22,3.7,6,-3,12,5,32,1.3,13
OCC1(CO)COC2(CCCC2)N1,-4&-7,-3.0&0.9,32&-3,0&1,9,-3&-2,16&15,-0.2&-0.1,6&3
COC(=O)COc1ccc(=O)n(-c2ccccc2)n1,-12,-0.4,-27,-1,12,-11,12,-0.2,12
CCCc1nnc(SCC(=O)N2CCCCC2)n1CCCOC,6,-0.5,-23,4,10,1,4,0.0,11
COc1cccc(OC)c1OCCCc1c(C)n[nH]c1C,2,0.0,24,1,6,1,-22,1.4,7
COC(=O)c1scc(S(=O)(=O)C(C)(C)C)c1-n1cccc1,-6,-1.1,7,1,4,-5,21,-0.2,8
COc1ccc(C(=O)/C=C/c2cn(CC(O)CN3CCOCC3)c3ccccc23)cc1 (stereo not given),-21,7.1,28,-2,11,-1,5,82*,4
CCCCCCC(=O)N(O)C1CC(=O)N(c2ccc(C)cc2)C1=O (stereo not given),-4,-3.3,8,-2,1,5,-21,0.4,25
COC(=O)/C(=N/Nc1ccccc1C)N1CCCc2ccccc21,0,0.4,29,1,8,25,7,0.1,24
O=S(=O)(Nc1ccc(N2CCOCC2)cc1)c1cccs1,-1,0.0,-7,0,8,3,47,0.0,11
CCOC(=O)N1CCN(C(=O)CSc2nnc(C3COc4ccccc4O3)o2)CC1 (stereo not given),-3,0.1,7,-3,4,6,22,-0.5,12
COCCNC(=O)C1CC(=O)N(C2CCCCC2)C1 (stereo not given),-1,1.6,6,-1,17,-10,6,0.7,-10
CCOC(=O)N1CCC(NC(=O)c2ccc3c(=O)n4c(nc3c2)CCCC4)CC1,-4,-1.4,18,-2,5,4,2,0.2,20
Cn1c(N/N=C/c2ccccc2)nc2sc3c(c2c1=O)CCC3,-11,-4.6,-40,-1,16,1,5,0.2,14
Cc1cc(=O)n2nc(N3CCCC(C(=O)NCCCN4CCc5ccccc5C4)C3)sc2n1 (stereo not given),2,-1.5,-17,-1,/,17,8,0.8,37
CCNCc1ccc(OCc2ccccc2F)c(OC)c1,-2,4.3,7,2,6,-8,11,2.1,2
COc1cc(C(=O)O/N=C2/C=C(C)C(=O)C=C2C)cc(OC)c1OC,-6,0.1,-55,0,7,0,-4,69,60*
Cc1cc2cc(CN(C(=O)C3CC3)C3CCCC3)c3nnnn3c2cc1C,4,-2.9,31,-2,5,-4,-3,-1.4,4
O=C(CSc1oc(-c2ccco2)nc1S(=O)(=O)c1ccc(F)cc1)NCC1CCCO1 (stereo not given),-1,-0.9,21,2,11,8,24,0.1,17
Cc1ccc(C2/C(=C(/O)c3ccccc3)C(=O)C(=O)N2CCN2CCOCC2)o1 (stereo not given),-16,-3.6,-21,-1,7,14,-3,0.1,39
CCOC(=O)/C=C1\SCC(=O)N1CC(=O)NCc1ccc(OC)c(OC)c1,-10,0.6,40,0,3,-6,0,1.0,6
Cc1cc(C)n(-c2ccc(C(=O)Nc3cccc(S(=O)(=O)N4CCCC4)c3)cc2)n1,-2,-0.4,52,1,9,-3,19,1.3,-2
CC(Oc1ccccc1)C(=O)N1CCN=C1SCc1cccc(F)c1 (stereo not given),6,-1.2,22,-3,4,3,7,0.1,12
CCOC(=O)Cn1nnc(-c2ccc([N+](=O)[O-])cc2)n1,2,-0.1,-4,-2,8,3,9,-1.0,10
CCOC(=O)c1c(NC(=S)NC(C)=O)sc(C)c1C,-3,2.2,16,-2,5,4,28,-0.1,9
N=c1c(S(=O)(=O)c2ccccc2)cc2c(=O)n3ccccc3nc2n1CCN1CCOCC1,-2,0.2,/,4,/,/,/,0.4,/
O=C(NCC(c1cccnc1)N1CCN(c2ccc(F)cc2)CC1)c1cccc(Cl)c1 (stereo not given),-3,-0.5,35,-2,9,-3,3,1.3,6
CCCC(=O)NC(C)c1nc2ccccc2n1CC (stereo not given),1,-0.2,67,0,9,-8,7,-0.5,15
C=CCOCCN(C)C1=NS(=O)(=O)c2ccccc21,2,-0.5,1,0,5,-6,15,19,5
Fc1ccc(NC(=S)NCCc2ccccc2)c(F)c1F,-6,-5.4,7,-3,6,3,-18,-0.2,8
Cc1n[nH]c(C)c1N=Nc1ccc(Br)cc1,-29,-2.5,23,-3,6,-4,-8,-0.7,1
COc1ccccc1CNC(=O)CSc1ccccc1,0,-0.8,-16,2,7,1,4,1.0,8
NS(=O)(=O)c1cccc(NC(=S)NCc2ccccc2)c1,0,-1.5,2,-1,8,-2,-4,3.2,6
COc1ccc(OC)c(C2C(C(=O)N(C)C)=C(C)Nc3nc4ccccc4n32)c1 (stereo not given),-6,0.7,-20,2,0,18,21,0.0,14
CC#CC[N+](C)(C)CCCCCCCC,9,-2.1,-3,-4,7,-4,2,0.1,2
Cc1ccc(NC(=O)CO/N=C(\N)c2nonc2N)cc1,6,-1.2,13,6,7,0,9,0.1,3
O=C(CCC1CCCN(Cc2cccc3c2OCO3)C1)NCc1ccc(F)c(F)c1 (stereo not given),10,2.5,6,-3,7,0,2,-0.7,10
COc1ccccc1CC(=O)Nc1ccc(Cl)cc1C(=O)O,-1,0.3,10,-1,5,4,10,0.4,7
CC1CC(c2ccccc2)n2nc(NC(=O)c3ccco3)nc2N1 (stereo not given),1,-0.9,-4,1,11,-9,12,-0.3,-10
O=C(C1CCCN1S(=O)(=O)c1cccc2cccnc12)N1CCc2ccccc21 (stereo not given),-3,-0.4,39,-2,10,4,-22,0.7,19
CCOC(=O)C1(C)NC(c2ccc(N(C)C)cc2)C2C(=O)N(c3ccc(OC)cc3)C(=O)C21 (stereo not given),1,-2.6,2,0,12,7,-3,-0.3,24
CC1(C)CC(=O)c2sc(NS(C)(=O)=O)nc2C1,-47,-1.2,9,2,1,-5,4,-0.5,2
Cc1cc(-c2n[nH]c(=S)n2Cc2ccco2)n(C)n1,19,0.3,4,0,8,2,10,1.2,4
N#Cc1c(C(F)(F)F)cc(-c2cccs2)nc1SCC(=O)O,-29,2.1,-14,-2,20,5,17,1.4,5
O=C(O)CC(CC(=O)O)(C(=O)O)c1ccccc1,-5,0.6,-2,-5,5,0,-9,0.7,13
Cc1nc(NC(=O)/C=C/c2ccccc2)sc1C(=O)N(C)C,-29,3.3,-10,4,8,-5,8,/,8
CN(Cc1ccccc1)S(=O)(=O)c1ccc(S(=O)(=O)N(Cc2ccc(F)cc2)C2CCCC2)cc1,8,-5.8,42,3,4,4,-25,0.4,12
COc1ccc(/C=N/N=C2\CC3CCC2(C)C3(C)C)cc1O (stereo not given),-11,-0.8,24,0,8,-4,23,0.9,7
C(=N/N1CCN(c2ccccc2)CC1)/c1cccs1,-11,-2.1,20,-3,7,3,0,-0.1,12
CC(C)(C)n1ncc2c(=O)n(CC(=O)c3ccc(Cl)cc3)cnc21,4,1.8,2,3,16,-6,5,2.1,8

# Ordered by the number under Wee1 stabilizer (lowest first): 3 of the compounds above
Compound | Tb hexokinase | CHOP inhibitor | Wee1 stabilizer | FXIa inh 1536 | FXIIa inh
O=C(O)CC(CC(=O)O)(C(=O)O)c1ccccc1 | -5 | -2 | -5 | 0 | 13
O=C(C1CCCN1S(=O)(=O)c1cccc2cccnc12)N1CCc2ccccc21 (stereo not given) | -3 | 39 | -2 | 4 | 19
CCOC(=O)C1(C)NC(c2ccc(N(C)C)cc2)C2C(=O)N(c3ccc(OC)cc3)C(=O)C21 (stereo not given) | 1 | 2 | 0 | 7 | 24

# Continuation.
SMILES,Tb hexokinase,TNF death inh,CHOP inhibitor,Wee1 stabilizer,EP2 antag,FXIa inh 1536,PPC-1+TRAIL kill,zVAD death inh,FXIIa inh
COc1cccc(/C=N/NC(=O)CCCC(=O)Nc2ccc(Br)cc2)c1,-10,2.0,49,2,7,-7,-7,0.3,4
CCOC(=O)N1CCC(NC(=O)C(Cc2ccccc2)NC(=O)c2ccco2)CC1 (stereo not given),2,1.6,11,1,8,6,-18,-1.1,6
Nc1c(Cl)nc(-c2ccccc2)nc1Cl,-6,1.3,-2,-4,5,-4,15,3.3,11
CCOC(=O)CCC(=O)N1CCOCCN(C(=O)CCC(=O)OCC)CCOCC1,6,-2.4,-11,-1,7,-8,14,-0.3,4
Cc1cc(C)c(S(=O)(=O)c2ccccc2C(=O)O)c(C)c1,3,-0.1,8,-1,10,4,11,0.5,10
Cc1ccc(Cn2nnc3c(=O)n(Cc4cc(C)ccc4C)cnc32)cc1,-7,0.0,21,2,8,8,-20,/,13
CCC(C)(C)NC(=O)C(c1ccc(F)cc1)N(Cc1cccc(OC)c1)C(=O)c1cnccn1 (stereo not given),-6,1.1,0,-1,7,1,18,-0.7,3
Cc1ccc(NC(=O)CN2C(=O)N/C(=C/c3cccn3-c3ccc(C(=O)O)cc3)C2=O)cc1,0,0.3,-22,1,6,13,1,-0.1,12
C#CCOCCOCCOCCNc1nc(N2CCN(C(=O)[C@H](CCC(=O)O)n3cc(C(N)CO)nn3)CC2)nc(N2CCN(C(=O)[C@H](CCC(=O)O)n3cc(C(N)CO)nn3)CC2)n1 (stereo not given in full),-8,1.2,12,/,6,16,9,-0.3,16
O=C(CN1CCOCC1)Nc1ncccn1,1,1.6,-6,2,2,0,1,0.3,12
Cc1cc2nc(SCCOC(=O)Nc3cccc(Cl)c3)nc(C)c2cc1C,-16,1.9,11,2,6,-6,7,1.9,-1
Cc1ccc(S(=O)(=O)N(C)c2ccc(C(=O)NCc3ccccn3)cc2)cc1,3,0.5,16,-1,8,-3,-20,1.1,5
Cc1ccc2nc(-c3ccc(NC(=O)COC(=O)c4ccc(=O)[nH]c4)cc3)sc2c1,-3,-0.1,47,4,7,6,50*,1.4,5
CN(Cc1ccccc1)C(=O)COC(=O)c1cncc(Br)c1,-5,-0.1,4,1,8,-1,27,2.2,7
CC(=O)Nc1ccc(NC(=O)Nc2ccc(C)cc2C)cc1,0,0.8,36,-2,5,-6,1,0.9,3
Cc1ccc(N=Cc2sc(O)c3ccccc23)cc1,5,-6.1,15,3,14,2,30,0.1,14
Cc1nc(SCC(=O)N2CC(=O)Nc3ccccc32)c2c(C)c(C)sc2n1,-6,-11,41,-1,11,-2,12,-0.3,8
Cc1nc2c3cc(Cl)ccc3n(CCN3CCOCC3)c2s1,5,-9.6,5,-3,6,-6,0,0.3,3

# This is a subset, so the mix of outcomes need not match the whole.
